Neddyl block – blocks human cullin neddylation. hit rate 0.58% among 360,000. calls only at 25 µM. TR-FRET cullin neddylation, biochemical. P61081+Q13564; in the data active = inhibition above about 36%
E coli Lon inh – inhibitors of E. coli Lon protease | P0A9M0 | purified E. coli Lon protease, fluorescence polarization | inhibition, % at 7.94 µM | hit rate 0.42% among 360,000; in the data active = inhibition above about 13%, passing the limit was not always enough;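 note: 0% = enzyme with probe and DMSO and 100% = no enzyme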
TbMetRS inhib – blocks T. brucei methionyl-tRNA synthetase activity | purified T. brucei MetRS, ATP depletion, Kinase-Glo luminescence | inhibition, % at 11.9 µM | hit rate 0.4% among 360,000 | AID 624268;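 active = inhibition above a per-plate cutoff of the control wells' mean inhibition plus 3 SD, cut at about 5.5% in these data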;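 note: 0% = DMSO wells median and 100% = median of wells with control inhibitor compound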
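System: purified T. brucei MetRS enzyme / Detection: Kinase-Glo luciferase luminescence reporting remaining unconsumed ATP / Medium: HEPES buffer with MgCl2, KCl, DTT, spermine, BSA, pyrophosphatase / Replication: singlicate, one well per compound / Evaluation: percent inhibition relative to median high and low control wells / Schedule: 2 h aminoacylation at 25 °C after 15 min preincubation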
MLLE-PAM2 inh – blocks PAM2 peptide binding to the PABP1 MLLE domain | GST-MLLE / FITC-PAM2 fluorescence polarization | inhibition, % at 20 µM | hit rate 0.36% among 360,000 | AID 588489 | P11940; in the data active = inhibition above about 35%, passing the limit was not always enough;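 note: plate controls were DMSO wells with GST-MLLE for no effect and wells lacking GST-MLLE protein for full effect; some results filed as inactive read as strong as hits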
CSN deneddyl inh – CSN deneddylation inhibition | Q92905 | AID 651999 | hit rate 0.38% among 360,000 | Purified CSN, SCF-Nedd8-OG deneddylation, fluorescence polarization | inhibition, % at 12.5 µM;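 active = pattern-corrected inhibition above about 35%, with an unprinted fluorescence ratio check between 0.5 and 1.5, limit read from the data, passing the limit was not always enough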;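 note: 0% = enzyme with substrate and 100% = substrate without enzyme; some results filed as inactive read as strong as hits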
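assay system = purified human Csn5 enzyme expressed in HEK293T cells | amount = 0.24 nM enzyme | buffer or medium = Tris/NaCl/DTT buffer, pH 7.5 | reagent = 10 nM SCFSkp2-Nedd8OG | compound = one concentration, 12.5 µM, 0.25% DMSO | times = 90 min reaction at room temperature | signal = FP | read-out basis = % inhibition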
FAS TE block – blocks the thioesterase domain of human fatty acid synthase | inhibition, % at 15 µM | recombinant FAS-TE, OMFH fluorogenic substrate, fluorescence endpoint | P49327 | hit rate 0.67% among 360,000;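 active = compounds whose normalised, plate-corrected inhibition of enzyme fluorescence in the single-dose primary screen is 50% or more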;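 note: 0% = DMSO with enzyme and 100% = substrate without enzyme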
Target sequence (P49327 whole entry, looked up, the tested form may be a part): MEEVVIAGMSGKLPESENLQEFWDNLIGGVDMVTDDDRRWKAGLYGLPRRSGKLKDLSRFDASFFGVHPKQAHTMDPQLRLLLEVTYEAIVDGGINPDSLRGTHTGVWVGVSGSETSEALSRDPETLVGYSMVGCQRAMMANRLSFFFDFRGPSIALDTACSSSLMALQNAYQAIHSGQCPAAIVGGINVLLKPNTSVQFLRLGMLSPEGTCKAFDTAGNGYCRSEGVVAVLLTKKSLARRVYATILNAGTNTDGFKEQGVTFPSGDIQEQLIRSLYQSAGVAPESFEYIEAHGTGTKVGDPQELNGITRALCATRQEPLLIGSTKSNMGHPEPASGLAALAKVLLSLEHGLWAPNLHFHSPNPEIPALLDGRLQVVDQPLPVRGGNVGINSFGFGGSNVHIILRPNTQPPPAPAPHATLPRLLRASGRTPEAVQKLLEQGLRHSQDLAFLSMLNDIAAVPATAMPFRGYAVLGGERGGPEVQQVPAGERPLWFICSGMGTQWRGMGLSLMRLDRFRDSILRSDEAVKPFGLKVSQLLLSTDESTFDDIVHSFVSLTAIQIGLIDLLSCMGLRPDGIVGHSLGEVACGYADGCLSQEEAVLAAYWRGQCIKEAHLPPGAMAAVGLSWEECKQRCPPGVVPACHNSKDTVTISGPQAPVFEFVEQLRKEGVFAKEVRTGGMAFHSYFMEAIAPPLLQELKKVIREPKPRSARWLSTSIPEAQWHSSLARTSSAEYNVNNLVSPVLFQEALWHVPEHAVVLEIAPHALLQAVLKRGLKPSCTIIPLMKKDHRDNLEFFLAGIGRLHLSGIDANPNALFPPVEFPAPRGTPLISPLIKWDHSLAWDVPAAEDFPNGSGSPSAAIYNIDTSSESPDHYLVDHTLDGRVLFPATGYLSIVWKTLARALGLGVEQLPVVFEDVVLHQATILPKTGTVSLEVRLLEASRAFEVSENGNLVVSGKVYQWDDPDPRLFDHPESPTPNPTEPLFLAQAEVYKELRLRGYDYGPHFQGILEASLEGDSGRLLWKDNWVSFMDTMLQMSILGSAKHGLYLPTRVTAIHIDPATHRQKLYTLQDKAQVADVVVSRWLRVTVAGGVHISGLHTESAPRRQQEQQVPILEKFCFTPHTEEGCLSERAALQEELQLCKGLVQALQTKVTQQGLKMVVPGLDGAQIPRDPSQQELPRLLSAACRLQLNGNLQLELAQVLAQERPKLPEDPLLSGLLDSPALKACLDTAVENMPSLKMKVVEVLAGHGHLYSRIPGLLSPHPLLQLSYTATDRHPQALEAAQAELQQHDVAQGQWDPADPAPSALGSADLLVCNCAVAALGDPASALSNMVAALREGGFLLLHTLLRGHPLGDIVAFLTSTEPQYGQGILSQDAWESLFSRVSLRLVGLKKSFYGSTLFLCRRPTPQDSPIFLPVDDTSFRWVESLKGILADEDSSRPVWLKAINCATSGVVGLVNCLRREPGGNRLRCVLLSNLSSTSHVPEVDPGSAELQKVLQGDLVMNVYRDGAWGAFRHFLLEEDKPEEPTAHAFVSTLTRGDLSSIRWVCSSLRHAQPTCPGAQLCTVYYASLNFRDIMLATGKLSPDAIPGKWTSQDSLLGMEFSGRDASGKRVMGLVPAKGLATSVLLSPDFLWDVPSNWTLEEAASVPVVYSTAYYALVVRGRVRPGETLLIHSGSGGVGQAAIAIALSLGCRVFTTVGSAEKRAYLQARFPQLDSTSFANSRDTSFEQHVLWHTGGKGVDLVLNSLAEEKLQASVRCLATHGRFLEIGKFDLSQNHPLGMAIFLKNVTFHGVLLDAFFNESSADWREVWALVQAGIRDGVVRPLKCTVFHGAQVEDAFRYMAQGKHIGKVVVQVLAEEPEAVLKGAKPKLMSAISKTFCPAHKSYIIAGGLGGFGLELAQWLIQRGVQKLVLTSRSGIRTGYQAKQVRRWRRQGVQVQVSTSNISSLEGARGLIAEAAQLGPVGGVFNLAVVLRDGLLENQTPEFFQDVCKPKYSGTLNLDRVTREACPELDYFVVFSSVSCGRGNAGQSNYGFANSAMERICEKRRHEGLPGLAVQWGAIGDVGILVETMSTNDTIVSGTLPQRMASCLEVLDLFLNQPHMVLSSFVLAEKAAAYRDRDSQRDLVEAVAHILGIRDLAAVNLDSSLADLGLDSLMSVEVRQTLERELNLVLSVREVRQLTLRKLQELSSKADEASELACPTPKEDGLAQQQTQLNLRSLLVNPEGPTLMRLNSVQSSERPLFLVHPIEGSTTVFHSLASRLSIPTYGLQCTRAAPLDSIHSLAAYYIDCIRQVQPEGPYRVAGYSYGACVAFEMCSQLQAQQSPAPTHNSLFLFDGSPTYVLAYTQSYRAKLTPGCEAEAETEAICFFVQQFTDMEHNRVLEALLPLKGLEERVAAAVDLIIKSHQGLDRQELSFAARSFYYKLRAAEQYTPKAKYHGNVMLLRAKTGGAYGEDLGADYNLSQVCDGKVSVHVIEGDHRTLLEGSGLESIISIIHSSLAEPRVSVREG
MsrA act – bovine methionine sulfoxide reductase A activation; purified bovine MsrA, absorbance read-out; activation, % at 10.6 µM; hit rate 0.3% among 360,000; AID 602163; in the data active = activation above about 7.5%;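 note: 0% = vehicle and 100% = reference activator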
MsrA inh – bovine MsrA inhibition. purified bovine MsrA, absorbance read-out. inhibition, % at 15.5 µM. hit rate 0.75% among 360,000. AID 651718; in the data active = inhibition above about 4.5%;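 note: 0% = vehicle wells with enzyme and 100% = reference inhibitor wells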
Rin1 Abl inh – blocks binding of human Rin1 to Abl; P00519+Q13671; TR-FRET Rin1/Abl binding, biochemical; inhibition, % at 7.35 µM; hit rate 0.4% among 360,000; AID 588664; in the data active = inhibition above about 5%, passing the limit was not always enough
An asterisk follows results filed as active; i = inactive; . = not tested or not shown. Compounds were not picked by outcome; 4% or so of the library scored in one or more.

The opening 3 entries, to show the layout:
1) Cn1c(CNc2ccc(Cl)cc2)nnc1SCCN1CCCCC1
2) CC(=O)N1C2=CCCC3CCCCC23c2ccccc21 (configuration not stated)
3) O=C(Nc1nc2ccccc2n1CCN1CCOCC1)c1ccc(Cl)cc1
assay / compound,1,2,3
Neddyl block,i,i,i
E coli Lon inh,-2.0,-10.0,5.3
TbMetRS inhib,-0.3,-0.4,0.1
MLLE-PAM2 inh,-16.6,5.4,-3.8
CSN deneddyl inh,-6.7,4.2,4.6
FAS TE block,7.5,16.2,-0.4
MsrA act,-2.4,-1.4,0.6
MsrA inh,-1.1,0.4,0.3
Rin1 Abl inh,0.0,2.7,0.4

This part in full, from the start:
1) Cn1c(CNc2ccc(Cl)cc2)nnc1SCCN1CCCCC1
2) CC(=O)N1C2=CCCC3CCCCC23c2ccccc21 (configuration not stated)
3) O=C(Nc1nc2ccccc2n1CCN1CCOCC1)c1ccc(Cl)cc1
4) CCOC(=O)C(=O)Nc1nnc(CCc2ccccc2)s1
5) O=C(NCCCN1CCOCC1)c1ccc2nc(Cc3cccc(Cl)c3)oc2c1
6) CCC1CCCCN1S(=O)(=O)c1ccc(NC(=O)c2snnc2C)cc1 (configuration not stated)
7) C=C1C(=O)[C@]23C[C@H]1CC[C@H]2[C@]1(C)[C@@H](OC(C)=O)CC[C@@](C)(C(=O)O)[C@H]1C[C@@H]3O
8) CCc1nnc(NC(=O)CSc2nc(-c3ccc(F)cc3)cc(-c3ccccc3)c2C#N)s1
assay / compound,1,2,3,4,5,6,7,8
Neddyl block,i,i,i,i,i,i,i,i
E coli Lon inh,-2.0,-10.0,5.3,-2.8,-10.9,3.5,-2.6,-7.2
TbMetRS inhib,-0.3,-0.4,0.1,0.4,-0.1,-0.6,1.0,-0.5
MLLE-PAM2 inh,-16.6,5.4,-3.8,7.8,-8.0,-2.9,21.6,-0.8
CSN deneddyl inh,-6.7,4.2,4.6,-3.9,-1.0,0.0,-1.1,-3.5
FAS TE block,7.5,16.2,-0.4,-4.7,-7.2,3.2,-10.1,0.5
MsrA act,-2.4,-1.4,0.6,-2.2,-3.1,-3.1,-6.6,-3.1
MsrA inh,-1.1,0.4,0.3,1.3,-0.3,0.0,-1.5,-1.5
Rin1 Abl inh,0.0,2.7,0.4,1.7,4.0,0.6,6.3,2.5

9) COc1ccc(CCNc2cc(C)nc3c(-c4ccccc4)c(C)nn23)cc1OC
10) O=C(NCC(=O)N1CCN(c2ncc(C(F)(F)F)cc2Cl)CC1)c1ccc(Br)o1
11) COc1cccc(N2CC(C(=O)Nc3nnc(SCc4cccnc4)s3)CC2=O)c1 (configuration not stated)
12) O=C(CCSc1nc(-c2ccc3c(c2)OCO3)cc(C(F)(F)F)n1)NCc1ccccc1
13) O=C(c1ccc2nc(Cc3cccc(Cl)c3)oc2c1)N1CCC[C@H]1CO
14) O=C1[C@@H]2C(c3cccnc3)=NO[C@@H]2C(=O)N1c1ccc2ccccc2c1
15) C=CC(C)(C)c1cc2cc3ccoc3cc2oc1=O
16) COc1cccc(CN2CCC2(C)C(=O)Nc2cccc3cccnc23)c1F (configuration not stated)
assay / compound,9,10,11,12,13,14,15,16
Neddyl block,.,i,i,.,i,i,i,i
E coli Lon inh,8.9,-5.9,-2.3,-11.9,-3.8,-6.8,1.1,5.5
TbMetRS inhib,0.3,-0.4,-0.3,-1.3,-0.3,3.8,-0.2,0.7
MLLE-PAM2 inh,0.3,7.6,-24.6,0.2,-3.2,3.6,2.9,5.0
CSN deneddyl inh,-19.0,1.9,-1.7,-2.0,-0.6,2.9,10.0,-0.8
FAS TE block,7.8,1.5,-5.9,14.1,-1.5,0.8,16.7,26.4
MsrA act,-1.5,-3.4,-0.9,-9.1,-9.7,-2.9,-6.0,-8.6
MsrA inh,-0.8,0.6,-0.9,-0.4,-0.2,0.3,0.3,1.2
Rin1 Abl inh,-1.2,3.0,3.0,-0.8,2.1,0.8,5.2,0.2

17) CC(=O)Nc1ccc(S(=O)(=O)NCc2ccncc2)cc1
18) O=C(CN1C(=O)NC2(CCCCC2)C1=O)Nc1cc(C(F)(F)F)ccc1N1CCOCC1
19) CC(=O)C1=C(C)NC(SCC(N)=O)=C(C#N)C1c1cccs1 (configuration not stated)
20) CC(=O)Nc1ccc(-c2ccnc3c2CC(C)(C(=O)NC(C)C)O3)cc1 (configuration not stated)
21) CCN(C(=O)COC(=O)c1ccc(Br)o1)C1CCCCC1
22) O=C(Cc1ccc(F)cc1)NC1CCS(=O)(=O)C1 (configuration not stated)
23) CN(C)S(=O)(=O)c1ccc(C(=O)Nc2ccc3c(c2)CCC3)cc1
24) CC1(c2ccccc2)NC(=O)N(CC(=O)Nc2ccccc2N2CCCCC2)C1=O (configuration not stated)
assay / compound,17,18,19,20,21,22,23,24
Neddyl block,i,i,i,i,i,i,i,i
E coli Lon inh,1.8,-5.0,-3.8,-3.7,1.3,5.6,11.2,-0.9
TbMetRS inhib,-1.2,-0.2,-0.4,-0.3,-0.2,-0.2,-0.5,0.0
MLLE-PAM2 inh,3.8,-4.9,-5.0,-9.2,-7.3,-2.2,1.3,-15.1
CSN deneddyl inh,-2.3,-1.6,4.6,1.8,1.9,-3.8,1.3,-0.3
FAS TE block,-8.7,3.2,-6.9,-12.0,3.0,-4.1,1.0,3.3
MsrA act,-5.5,-0.2,0.6,-2.3,-0.5,-2.1,-2.0,-2.9
MsrA inh,-0.9,1.1,0.4,-0.9,2.1,0.1,0.2,-0.6
Rin1 Abl inh,1.9,-0.3,-2.6,-1.4,4.2,-1.6,-1.9,1.1

25) CN1C(N)=NC(=O)/C1=C/c1ccc(OC(F)(F)F)cc1
26) CSc1ccccc1NC(=O)CN(C)C(C)C(=O)Nc1ccc(C#N)cc1 (configuration not stated)
27) Cc1cc(C(=O)NC(Cc2c[nH]c3ccccc23)C(=O)O)c(C)o1 (configuration not stated)
28) CCOc1cccc2cc(C(=O)NCc3ccc(OC)cc3)c(=N)oc12
29) CCN1C(=O)[C@H]2[C@@H](c3ccc(C(F)(F)F)cc3)N[C@]3(CCCN(Cc4cccn4C)C3=O)[C@H]2C1=O
30) CC(NC(=O)C1CCCN(S(=O)(=O)c2ccc(-n3cnnn3)cc2)C1)c1ccc(F)cc1 (configuration not stated)
31) CSc1ncc(CN2CCN(C3CCCCC3)C(CCO)C2)cn1 (configuration not stated)
32) COc1ccc2cc3c(N)nn(C(=O)C4CCC(C(C)(C)C)CC4)c3nc2c1 (configuration not stated)
assay / compound,25,26,27,28,29,30,31,32
Neddyl block,i,i,i,i,i,i,i,i
E coli Lon inh,2.0,-1.6,-9.7,-0.3,-4.2,0.0,-11.4,-1.9
TbMetRS inhib,-0.3,-0.6,-0.7,-0.4,-1.1,0.1,2.2,0.0
MLLE-PAM2 inh,-5.0,2.5,-5.1,-106.5,-6.2,8.8,-0.6,-9.6
CSN deneddyl inh,3.1,4.0,-2.8,0.6,-0.4,-3.1,4.2,9.3
FAS TE block,-8.3,8.3,-3.6,-2.4,-1.2,3.4,-0.7,8.4
MsrA act,-4.4,-2.7,-1.2,-0.3,-3.0,-3.9,-6.5,5.6
MsrA inh,3.2,0.4,-0.2,2.3,-0.6,-0.1,2.0,0.2
Rin1 Abl inh,-2.5,2.9,0.5,0.9,-2.6,-0.4,5.4,-1.1

33) CC(C)(C)NC(=O)c1ccc(NC(=O)CSc2ccccc2)cc1
34) COc1ccccc1N(Cc1ccccc1)S(=O)(=O)c1cccc(C(=O)NC2CC(C)(C)NC(C)(C)C2)c1
35) COc1cc(NC(=O)CCc2ccccc2)c(C(=O)O)cc1OC
36) COC(=O)/C=C1\SC(=NC(=O)c2ccc(OC)cc2)NC1=O
37) O=C(CSc1ncnc2c1oc1ccccc12)NCc1ccc(F)cc1
38) Cc1ccc(-c2nn(-c3cc(Cl)ccc3[N+](=O)[O-])c(=O)c3ccccc23)cc1C
39) CCc1ccccc1-n1c(-c2ccncc2)n[nH]c1=S
40) Cc1onc(-c2ccccc2)c1C(=O)NCc1ccc(F)cc1
assay / compound,33,34,35,36,37,38,39,40
Neddyl block,i,i,i,i,i,i,i,i
E coli Lon inh,0.9,-8.8,0.8,-2.7,2.4,-10.2,-0.7,-3.7
TbMetRS inhib,1.0,-0.5,0.3,-0.1,-0.1,-1.3,-0.3,-0.8
MLLE-PAM2 inh,2.7,11.8,-13.4,23.1,-0.3,-6.4,4.1,-2.6
CSN deneddyl inh,-2.3,-0.2,-4.8,1.6,9.6,3.3,-0.9,-0.8
FAS TE block,1.8,-5.9,-5.3,-5.5,9.7,25.7,-9.9,-2.0
MsrA act,-3.0,-0.5,0.4,-2.4,-2.4,-13.1,1.2,-2.8
MsrA inh,1.7,-0.8,-1.1,1.6,-1.2,3.5,2.1,-1.8
Rin1 Abl inh,7.0,1.9,1.2,2.4,-370.3,-0.3,0.1,-1.9

41) Cc1cccc(C)c1NC(=O)Nc1ccc(S(N)(=O)=O)cc1
42) Cc1ccc(C2SCCN2C(=O)c2ccc([N+](=O)[O-])cc2)cc1 (configuration not stated)
43) CCOC(=O)C1=C(C)N(C)C(=O)NC1c1c(OC)ccc2ccccc12 (configuration not stated)
44) CCCNC(=O)CSc1nccn1Cc1ccco1
45) N#Cc1c(/N=C/c2ccc(-c3ccc(C(=O)O)c(Cl)c3)o2)sc2c1CCCC2
46) CCOc1ccccc1NC(=O)Cn1c(=O)n(-c2ccccc2)c(=O)c2oc3ccccc3c21
47) C=CCN(CC=C)S(=O)(=O)c1ccc(NC(=S)NC(=O)c2ccc(-c3ccccc3)cc2)cc1
48) O=C1CCC(=O)N1c1ccc(NCc2ccccc2Cl)c([N+](=O)[O-])c1
assay / compound,41,42,43,44,45,46,47,48
Neddyl block,i,i,i,i,i,i,i,i
E coli Lon inh,0.9,-4.2,-1.8,-0.2,-2.5,14.5,-5.5,-2.7
TbMetRS inhib,0.4,-0.3,-1.2,1.2,0.1,-0.9,-1.2,-0.7
MLLE-PAM2 inh,-12.1,6.8,-4.5,4.8,-13.8,-1.6,31.1,-0.8
CSN deneddyl inh,-3.0,-0.6,2.8,1.9,3.9,-0.9,-6.6,-0.2
FAS TE block,-1.8,25.8,-1.5,-4.1,50.2*,-4.1,20.4,9.1
MsrA act,-1.9,-8.6,-3.6,-3.5,-3.2,-3.8,-3.3,-2.5
MsrA inh,-0.9,0.6,-0.2,-1.2,7.0*,1.0,0.4,-0.5
Rin1 Abl inh,1.9,1.2,-2.2,-0.9,2.9,-4.0,1.1,-5.6

49) O=C(O)c1ccc(C(=O)O)c(C(=O)c2ccccc2)c1
50) Cc1ccc(CNC(=O)C(=O)NCCC2CCCCN2S(=O)(=O)c2ccc(C)cc2)cc1 (configuration not stated)
51) CCC1CCCCN1CCCNC(=O)c1ccc2c(=O)n(Cc3ccc(OC)cc3)c(=O)[nH]c2c1 (configuration not stated)
52) CCCCN(CC)CCNC(=O)C1CCCN(S(=O)(=O)c2cccc3nsnc23)C1 (configuration not stated)
53) COCC(=O)Nc1ccc(OC)c(Cl)c1
assay / compound,49,50,51,52,53
Neddyl block,i,i,i,i,i
E coli Lon inh,5.0,6.8,-8.1,6.8,5.8
TbMetRS inhib,-1.5,-0.6,-0.4,0.9,-0.5
MLLE-PAM2 inh,-4.8,7.4,-8.3,-3.7,5.0
CSN deneddyl inh,-5.1,-3.2,0.9,-3.5,-4.9
FAS TE block,-10.6,24.8,-2.0,-3.4,0.0
MsrA act,-9.8,-0.4,-1.1,-4.0,-8.0
MsrA inh,0.3,-0.6,-0.4,0.3,-0.6
Rin1 Abl inh,-4.8,1.1,0.1,-4.6,-0.4
